CHO-K1 Ca antag: nonselective inhibitor or artifact in parental CHO-K1 cells. ATP-induced calcium, Fluo-8 fluorescence. inhibition, % at 3 µM. 360,000 compounds, 0.6% hits;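 active = inhibition above a per-plate cutoff, the plate's mean sample inhibition plus 3 SD, cut at about 24% in these data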;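 note: 0% = DMSO plus EC80 ATP and 100% = DMSO alone without ATP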
CHRM4 agonist: CHRM4 agonism in calcium assay. P08173. CHO-K1 hM4/Gqi5, Fluo-8 calcium fluorescence; vehicle 0%, full acetylcholine response 100%. activation, % at 3 µM. 360,000 compounds, 0.14% hits. AID 624127;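 active = activation above the run mean over all test wells plus 3 SD, cut at about 32% in these data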;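 note: peak over basal fluorescence ratio per well then scaled between controls; 0% = DMSO wells and 100% = acetylcholine at EC100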
Target sequence (P08173 whole entry, looked up): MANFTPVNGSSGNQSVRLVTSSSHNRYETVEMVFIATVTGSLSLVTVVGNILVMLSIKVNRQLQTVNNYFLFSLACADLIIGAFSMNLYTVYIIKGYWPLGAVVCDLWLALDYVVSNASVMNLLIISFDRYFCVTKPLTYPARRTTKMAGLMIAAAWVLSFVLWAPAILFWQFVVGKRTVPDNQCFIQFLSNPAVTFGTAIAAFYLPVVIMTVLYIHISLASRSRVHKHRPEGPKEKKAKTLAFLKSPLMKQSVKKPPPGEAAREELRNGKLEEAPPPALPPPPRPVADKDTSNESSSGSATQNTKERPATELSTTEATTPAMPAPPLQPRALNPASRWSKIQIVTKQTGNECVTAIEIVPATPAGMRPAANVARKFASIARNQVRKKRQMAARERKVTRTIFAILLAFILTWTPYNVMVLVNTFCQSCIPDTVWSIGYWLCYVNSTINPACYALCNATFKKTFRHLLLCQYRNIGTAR
CHRM4 PAM: positive allosteric modulators of human muscarinic M4 receptor; P08173; CHO-K1 hM4/Gqi5, Fluo-8 calcium fluorescence, ACh EC20; 0% = ACh EC20, 100% = maximal ACh; activation, % at 3 µM; 360,000 compounds, 0.4% hits;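 active = activation above its plate's cutoff, the mean activation of sample wells plus 3 SD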; note: some results filed as inactive read as strong as hits
M1 PAM parental: M1 PAM counterscreen hit in parental CHO-K1 cells; ATP EC20, Fluo-8 calcium fluorescence; 0% at ATP EC20, 100% at ATP max; activation, % at 3 µM; 360,000 compounds, 0.02% hits; AID 602247;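 active = activation above the run cutoff, the mean activation of all test compounds plus 3 SD, cut at about 40% in these data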;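 note: peak over basal fluorescence ratio in a 140 s read after ATP addition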
CHRM4 antagonist: antagonists of human muscarinic M4 receptor (CHRM4) | 360,000 compounds, 0.73% hits | inhibition, % at 3 µM | CHO-hM4 cells, ACh EC80, Fluo-8 calcium fluorescence | P08173 | AID 624125;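 active = inhibition above its plate's cutoff, the mean inhibition of sample wells plus 3 SD, cut at about 27% in these data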;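 note: 0% = acetylcholine EC80 with DMSO and 100% = DMSO without agonist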
M5 PAM: potentiates acetylcholine response at human M5 receptor. P08912. CHO-K1 hM5, Fluo-8 calcium, ACh EC20 PAM; 0% = ACh EC20, 100% = ACh EC100. activation, % at 3 µM. 360,000 compounds, 0.3% hits;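 active = activation above the run cutoff, the mean activation of all test compounds plus 3 SD, cut at about 18% in these data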
Target sequence (P08912 whole entry, looked up): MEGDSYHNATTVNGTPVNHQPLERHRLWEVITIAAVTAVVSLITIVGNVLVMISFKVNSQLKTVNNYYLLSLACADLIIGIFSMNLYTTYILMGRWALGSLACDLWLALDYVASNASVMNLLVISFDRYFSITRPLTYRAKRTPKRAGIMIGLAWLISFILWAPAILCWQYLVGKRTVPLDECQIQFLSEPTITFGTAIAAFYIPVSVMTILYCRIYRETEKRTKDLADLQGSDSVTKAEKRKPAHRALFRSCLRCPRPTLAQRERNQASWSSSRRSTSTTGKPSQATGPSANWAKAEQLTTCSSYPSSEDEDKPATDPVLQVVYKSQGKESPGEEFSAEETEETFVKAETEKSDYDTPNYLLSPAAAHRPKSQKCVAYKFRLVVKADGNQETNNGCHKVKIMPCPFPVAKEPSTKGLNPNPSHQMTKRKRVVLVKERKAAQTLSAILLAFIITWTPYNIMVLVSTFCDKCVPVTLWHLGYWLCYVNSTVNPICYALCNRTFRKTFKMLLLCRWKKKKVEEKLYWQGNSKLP
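Test system: CHO-K1 hM5 cells / Doses: single-point, 3 µM nominal / Times: Post-acetylcholine fluorescence recording 140 s / Technique: Fluo-8 calcium fluorescence / Measure: Max/basal fluorescence ratio as % of EC20–EC100 ACh window / Benchmarks: low control EC20 acetylcholine (0%), high control EC100 acetylcholine (100%) / Replicates: one well per compound, no replicates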
CHRM5 antagonist: CHRM5 antagonism in calcium assay. AID 624040. CHO-hM5 cells, Fluo-8 calcium fluorescence, ACh EC80. inhibition, % at 3 µM. 360,000 compounds, 0.59% hits;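 active = inhibition above a per-plate cutoff, the mean of that plate's test compounds plus 3 SD, cut at about 27% in these data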;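 note: 0% = acetylcholine EC80 with DMSO and 100% = DMSO without agonist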
CHRM5 agonist: agonists of human muscarinic M5 receptor (CHRM5) | P08912 | CHO-K1 hM5 cells, Fluo-8 calcium fluorescence; 0% DMSO wells, 100% maximal acetylcholine response | activation, % at 3 µM | 360,000 compounds, 0.19% hits;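 active = activation above the run's mean over test compounds plus 3 SD, cut at about 23% in these data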;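 note: signal is peak over basal fluorescence ratio across the kinetic read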
CHO-K1 Ca ag: nonselective activator or artifact in parental CHO-K1 cells; Fluo-8 calcium fluorescence; scaled to maximal ATP response, vehicle zero; activation, % at 3 µM; 360,000 compounds, 0.48% hits; AID 602248; in the data active = activation above about 15%;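 note: untransfected CHO-K1 host cells lacking M1 receptor as counterscreen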
* = called active by the depositor.

SMILES	CHO-K1 Ca antag	CHRM4 agonist	CHRM4 PAM	M1 PAM parental	CHRM4 antagonist	M5 PAM	CHRM5 antagonist	CHRM5 agonist	CHO-K1 Ca ag
COc1ccc(C(=O)NC2CC2)cc1OC1CCN(Cc2ccccc2)CC1	-6	1	-5	-12	10	-9	12	-7	1.3
CC(C)=CC1C=C(C)C(C)C2C(=O)NNC(=O)C12 (stereo unspecified)	-8	0	-6	8	2	-1	4	-5	-0.1
COc1ccc(C2C3=C(N=C4SCC(=O)N42)c2ccccc2CC3)cc1 (stereo unspecified)	3	1	3	-1	-12	-2	8	-1	-0.1
CC(=O)c1ccc(NC(=O)c2sc3nc(N4CCOCC4)c4c(c3c2N)CCCC4)cc1	-14	3	1	19	-1	1	2	-2	2.2
COc1nc(=O)n(C2C=CC(=O)O2)cc1F (stereo unspecified)	-1	0	4	11	-7	-2	-4	0	-0.3
CC(=O)c1coc2ccc(OCCN3CCCCC3)cc12	-5	1	-5	-13	8	4	9	-6	-0.1
COc1ccc(Oc2nc(C)cc(C)c2C#N)cc1	-24	0	11	22	-3	0	1	0	0.0
Cc1cccc(OCC(=O)O/N=C(\N)c2ccc(Cl)cc2)c1	-4	-1	3	-2	-5	3	-13	0	-0.1
O=C(CN1C(=O)CSc2ncccc21)Nc1cccc(Cl)c1	11	1	-3	-11	-3	-10	8	1	-0.3
CN(C(=O)CSc1nnc(Cc2ccccc2F)n1N)C1CCCCC1	1	1	4	1	-3	14	3	2	1.4
S=c1[nH]nc(-c2ccc(Cl)cc2)n1-c1ccc(Cl)cc1	-4	-1	3	11	-10	10	2	3	0.3
COc1ccc(S(N)(=O)=O)cc1C(=O)NNC(=O)CN(C)S(=O)(=O)c1ccc(Cl)cc1	-15	0	7	12	-5	3	5	1	0.2
COc1cccc(CNC(=O)C2CCN(c3cnccn3)CC2)c1	-3	0	-6	2	-1	-3	7	-1	0.2
O=C(NCc1ccccc1)C1=C[C@H](c2ccc3c(c2)OCO3)C[C@H](OCCCCO)O1	-16	4	2	6	3	-6	8	2	0.1
COC(=O)c1sc(C(=O)OC)c(C(=O)OC)c1C(=O)OC	-6	0	2	18	5	3	0	-1	1.2
COCCNC(=O)/C(=C/c1ccccc1Cl)c1ccccc1	1	0	12	4	3	-1	4	-1	0.0
CCOC(=O)C1CCCN(CC(O)COCc2ccccc2OC)C1 (stereo unspecified)	-14	2	0	6	0	1	7	-7	0.5
Cc1nn(-c2ccccc2)c(N2CCCC2)c1/C=N/NC(=O)C1CC1	-12	11	-12	19	5	0	6	-3	2.8
COc1ccc(-c2ccc3c(c2)S(=O)(=O)c2cccc(C(=O)NC4CCCCC4)c2C3=O)cc1OC	-15	2	-5	13	-2	-5	13	1	0.1
Cc1cccc(C(=O)NNc2ncnc3c2cnn3C)c1	-10	1	-4	-2	-4	1	15	-2	-0.1
CCOc1ccc(CCNC(=O)COC(=O)CNS(=O)(=O)c2ccc(C)cc2)cc1OCC	-1	3	6	1	-2	5	-5	1	0.6
CC(C)OC(=O)c1cccnc1SCC(=O)N(C)c1ccccc1	-8	0	6	26	9	-11	0	-1	0.4
CCOc1ccc(NS(=O)(=O)c2csc(C(N)=O)c2)cc1	0	1	0	8	-3	-1	4	-1	1.0
COCCCNC(=O)c1cc2cc([N+](=O)[O-])cc(OC)c2oc1=O	-3	0	-5	-7	4	-1	6	3	1.2
CCOc1ccc(S(=O)(=O)N2CCCCC2)cc1NC(=O)CN1C(=O)NC(C)(C2CC2)C1=O (stereo unspecified)	-14	2	15	19	-13	6	4	-1	0.3

Sorted by SMILES length (falling): some entries from above.
SMILES	CHO-K1 Ca antag	CHRM4 agonist	CHRM4 PAM	M1 PAM parental	CHRM4 antagonist	M5 PAM	CHRM5 antagonist	CHRM5 agonist	CHO-K1 Ca ag
COc1cccc(CNC(=O)C2CCN(c3cnccn3)CC2)c1	-3	0	-6	2	-1	-3	7	-1	0.2
CCOC(=O)C1CCCN(CC(O)COCc2ccccc2OC)C1 (stereo unspecified)	-14	2	0	6	0	1	7	-7	0.5
COCCNC(=O)/C(=C/c1ccccc1Cl)c1ccccc1	1	0	12	4	3	-1	4	-1	0.0

Following part
SMILES	CHO-K1 Ca antag	CHRM4 agonist	CHRM4 PAM	M1 PAM parental	CHRM4 antagonist	M5 PAM	CHRM5 antagonist	CHRM5 agonist	CHO-K1 Ca ag
CN(C)c1nc(NCc2ccccc2)nc(N/N=C/c2ccc(Cl)cc2Cl)n1	-8	0	-6	8	8	0	-3	-7	0.6
O=[N+]([O-])c1ccccc1S(=O)(=O)N1CCCCC1	4	1	11	11	6	1	2	-2	0.1
Cc1cccc(N2CCN(C(=O)CSc3nnnn3C3CC3)CC2)c1C	-16	8	4	4	-4	-5	4	3	3.6
Cc1ccc(Cn2c(SCC(=O)N3CC(=O)Nc4ccccc43)nc3ccccc3c2=O)cc1	-11	6	-3	38	6	-11	15	-1	2.1
Cc1c(Cl)cnc(NC(=O)COC(=O)c2nn(C)c(=O)c3ccccc23)c1Cl	-2	2	8	-7	4	4	4	-2	0.6
Cc1ccc(S(=O)(=O)Nc2cccc(C(=O)NCC(c3ccccc3)N(C)C)c2)cc1F (stereo unspecified)	-5	3	-12	5	8	-21	10	-8	3.6
COc1ccccc1C(CNC(=O)c1cccc(S(=O)(=O)Nc2ccc(F)cc2)c1)N1CCCC1 (stereo unspecified)	-1	3	-16	-6	36*	-46	47*	-12	0.4
COc1ccc(CNc2nc3c(c(=O)n(Cc4ccc(Cl)cc4)c(=O)n3C)n2C)cc1	-3	2	0	17	11	-2	2	0	1.0
CC1(c2ccc(Cl)cc2Cl)NC(=O)N(CC(=O)N2CCN(C(=O)c3ccco3)CC2)C1=O (stereo unspecified)	-18	2	3	7	-2	-1	-1	1	0.5
Cc1ccc(C)c(NC(=O)CN(C)C(=O)c2cc3ccccc3o2)c1	6	4	3	-10	5	6	-1	3	1.0
O=[N+]([O-])c1ccc2ccn(C3OCC(O)C(O)C3O)c2c1 (stereo unspecified)	-16	4	12	12	-9	8	13	0	1.6
COc1ccc2c(c1)[nH]c(=O)c1sc3ccccc3c12	-11	1	18	15	1	7	1	-3	0.3
CC(C)(C)NC(=O)CSc1nc2ccc(NC(=O)CSc3nnc(N)s3)cc2s1	-4	4	2	9	3	-14	13	1	3.3
COc1cccc(CN2CCN(CCCc3ccccc3)C(CCO)C2)c1O (stereo unspecified)	0	2	-1	9	-6	-5	6	-15	0.2
C=C(C)[C@@H]1CC=C(CN2CCN(Cc3ccccc3)CC2)CC1	1	1	-16	-12	6	-16	18	-7	0.5
O=C(Cn1cnc2ccccc2c1=O)c1c[nH]c2ccccc12	-17	2	1	23	-10	-6	2	-6	1.0
CCOc1ccc(CCNC(=O)CCc2nnc3ccc(N4CCOCC4)nn23)cc1	-4	1	-3	16	11	-3	7	0	0.3
CNC(=O)COc1cccc(C(=O)NCc2ccccc2)c1	7	1	4	-1	2	3	-1	-1	0.4
O=c1cc(CS(=O)(=O)c2ccccc2)nc(-c2ccncc2)[nH]1	2	1	-2	9	1	-2	0	2	-0.3
COc1ccc(NC(=O)C2(C)CCCN(C(C)=O)C2)cc1F (stereo unspecified)	-18	1	7	22	-3	-4	-3	2	1.4
O=C(/C=C/c1cccc(Cl)c1)Nc1ncccn1	0	2	8	16	3	-1	-3	0	0.6
NC(=O)c1c(-c2ccccc2)oc2ccc(O)cc12	-10	0	14	16	-15	-1	-5	0	-0.2
Cc1ccc(C)c(S(=O)(=O)NC(Cc2c[nH]c3ccccc23)C(=O)O)c1 (stereo unspecified)	-19	0	2	28	8	1	-2	-2	1.0
COc1ccc(CN2CCN(C(=O)c3cccc4ccccc34)CC2)cc1Br	-7	4	-7	14	-1	0	2	-2	1.8
OC(COc1ccccc1)CN1C2=NCCCN2c2ccccc21 (stereo unspecified)	-3	2	7	17	3	3	0	-7	0.7

The last two compounds of the part before open the next one.
SMILES	CHO-K1 Ca antag	CHRM4 agonist	CHRM4 PAM	M1 PAM parental	CHRM4 antagonist	M5 PAM	CHRM5 antagonist	CHRM5 agonist	CHO-K1 Ca ag
COc1ccc(CN2CCN(C(=O)c3cccc4ccccc34)CC2)cc1Br	-7	4	-7	14	-1	0	2	-2	1.8
OC(COc1ccccc1)CN1C2=NCCCN2c2ccccc21 (stereo unspecified)	-3	2	7	17	3	3	0	-7	0.7
COc1cccc(NC(=O)C(C)NS(=O)(=O)c2ccc(Br)cc2)c1 (stereo unspecified)	-11	1	-4	22	8	3	-2	2	2.0
NS(=O)(=O)c1ccc(CCNC(=O)CSc2cccs2)cc1	-12	1	-2	13	4	3	9	3	1.1
CCOc1ccc(C(CN2CCOCC2)C(C)=O)cc1OC (stereo unspecified)	22	5	2	-5	-2	0	-1	4	1.0
O=C(COc1ccccc1C(=O)Nc1ccccc1)c1ccc(F)cc1	-13	0	2	29	-5	3	16	-3	-0.3
O=C(CN1C(=O)C2CC=CCC2C1=O)Nc1ccc(Br)cc1 (stereo unspecified)	5	3	-6	-13	10	-4	5	2	0.5
COc1cc(NC(=O)c2ccc3c(c2)OCCO3)ccc1NC(=O)c1cccs1	-2	6	-6	9	-3	3	-1	2	8.4
CC1CCCC(C)N1C(=O)COc1ccc(C(=O)N/N=C/c2ccc(C(=O)O)cc2)cc1 (stereo unspecified)	-2	0	-2	0	0	0	-4	-1	0.1
CCOC(=O)c1c(C)nc2sc(C(N)=O)c(N)c2c1-c1ccc(OC)cc1	2	3	9	18	12	-2	0	1	1.0
CCOC(=O)C1=CCC(c2ccccc2C)N(S(=O)(=O)c2ccc(C)cc2)C1 (stereo unspecified)	-1	-3	-8	14	-5	-8	-4	-5	0.6
O=C(NCc1ccccc1)C1=C[C@H](c2csc3ccccc23)C[C@H](OCCCCO)O1	-3	4	-6	1	0	-4	8	3	0.7
CC(C(=O)NCCCN1CCOCC1)n1cccc1C(=O)c1ccccc1 (stereo unspecified)	-18	1	2	13	2	-3	5	0	-0.1
O=C(NC(Cc1ccccc1)C(=O)O)/C(=C\c1ccc(Br)cc1)NC(=O)c1ccc(Br)o1 (stereo unspecified)	-17	0	-4	-2	15	6	-8	2	0.3
CN(C)CCNc1ncnc2ccccc12	4	1	-4	10	11	-4	1	-1	0.3
COc1ccccc1N1CCN(C(CNS(=O)(=O)c2ccccc2)c2ccccc2)CC1 (stereo unspecified)	-13	2	-2	14	7	-7	8	-8	-0.3
COc1ccc(CNC(=O)CN2C(=O)CSc3ccc(S(=O)(=O)N4CCCCC4)cc32)cc1	-6	1	-4	2	8	-2	2	-5	1.1
Cc1cccc(C)c1NC(=O)Cn1nnc(C(=O)Nc2ccc(F)cc2F)c1N	-16	0	-5	15	-2	-7	23	-5	0.8
CNC(=S)N1CCC(NC(=O)C23CC4CC(CC(C4)C2)C3)CC1	-10	1	1	13	-9	6	0	-2	1.7
Cc1cc(C)nc(NC(=O)c2ccc([N+](=O)[O-])c(C)c2)n1	-1	2	5	-13	-6	-2	10	4	0.6
CCCCn1c(N)c(N(CC)C(=O)c2cc(Br)ccc2Cl)c(=O)[nH]c1=O	-11	2	8	13	-4	3	0	-1	-0.1
COCCn1nnnc1C(c1ccccc1OC)N1CCN(c2ccccc2F)CC1 (stereo unspecified)	-4	1	2	2	1	3	5	-5	0.8
COc1ccc(-c2nc(Cn3c(SCc4ccc(C)cc4)nc4ccncc43)c(C)o2)cc1OC	0	4	-3	-1	6	-6	1	-3	0.0

From PubChem
